A-T KAP1 phos = potential ataxia-telangiectasia treatment. […] A-T fibroblasts, KAP-1 phosphorylation AlphaLISA; neocarzinostatin DNA damage 30 min before lysis. Potency, µM (highest dose often 57.5 µM), inactives show at the top dose activation, hits mostly activators. 320,000 compounds, 0.19% hits. AID 485349; also: potency is read from the fitted curve at half-maximal effect; % of control where 0% means no effect; nearly all actives have a fitted effect of over 45% in size
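ATM-like activity read as KAP-1 phosphorylation via AlphaLISA donor/acceptor antibody pairs after lysis and 6 hr at 25C. Cells were ATM-null patient fibroblasts ([…], hTERT), dosed 60 min, then exposed to the DSB inducer NCS for 30 min.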
TRPV1 ag = agonists of human vanilloid receptor 1 (TRPV1) | Q8NER1 | TRPV1-expressing cells, Fluo-8 calcium influx, agonist mode | activation, % at 8.33 µM | 320,000 compounds, 0.19% hits | AID 540275; in the data active = activation above about 80%; inconclusive = between about 30% and that limit; also: 0% is about no effect
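Fluo-8 calcium influx in TRPV1-expressing cells, kinetic read (ex 480/em 520 nm). Compound added and read 3 min for agonist activity, followed by capsaicin at EC20 final and 2 min further read for enhancement.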
Integrin act MD = activates integrin-mediated alleviation for muscular dystrophy | Potency, µM (doses to about 38.3 µM), for inactives: at the highest dose activation, hits mostly activators | 350,000 compounds, 0.064% hits | AID 624291 | alpha7betagal myoblasts, beta-gal FDG fluorescence, 48 h;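 also: potency is read from the fitted curve at half-maximal effect; 100% = response of the positive control SU9516; nearly all actives have a fitted effect of over 60% in size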
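Alpha7betagal+/- myoblasts (passage 13) were plated 16-24 hr, then exposed to compounds (1:260 dilution of DMSO stock) for 48 hours at 37C. After MPER lysis, β-galactosidase reporter activity was read as FDG fluorescence (ex 480/em 540) after 30 minutes.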
PTAP TSG101 blk = blocks PTAP/TSG101 interaction to inhibit HIV-1 budding | AID 493005 | Potency, µM (highest dose often 115 µM), without a hit: at the highest dose activity change, negative = inhibition, hits mostly inhibitors | Fluorescence polarization, FITC-PTAP peptide / Tsg101 binding | 340,000 tested, under 10 active; active = well fitted inhibition curve with a large enough effect in the main read-out, with a control signal flat, not every such curve was filed as active; inconclusive = small, poorly fitted or top-dose-only effect, or effect the other way, or a change in a side signal; inactive = no such curve, though single readings can be large or run the other way; also: potency is read from the fitted curve at half-maximal effect; % of control where 0% means no effect
Target sequence (Q99816 whole entry, looked up): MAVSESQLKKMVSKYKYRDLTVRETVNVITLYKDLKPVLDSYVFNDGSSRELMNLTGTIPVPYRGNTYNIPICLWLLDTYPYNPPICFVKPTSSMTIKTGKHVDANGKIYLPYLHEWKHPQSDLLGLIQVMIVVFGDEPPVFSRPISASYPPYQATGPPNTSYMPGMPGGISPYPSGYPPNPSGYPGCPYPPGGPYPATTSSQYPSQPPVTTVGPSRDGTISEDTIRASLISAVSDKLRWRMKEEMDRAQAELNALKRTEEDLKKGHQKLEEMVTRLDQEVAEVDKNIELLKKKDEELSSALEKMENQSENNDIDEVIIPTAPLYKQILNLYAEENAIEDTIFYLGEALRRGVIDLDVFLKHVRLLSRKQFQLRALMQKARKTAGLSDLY
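Fluorescence polarization binding of Tsg101 binding domain (10 uM final) to FITC-labeled PTAP peptide (50 nM final) in HEPES pH 7.5 buffer with NaCl, Tween 20, EDTA, TCEP. Compounds added before peptide; binding 20 min at RT.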
BRCA1 expr act = increases BRCA1 expression | 380,000 compounds, 1.1% hits | Potency, µM (titrated, usually from 46.1 µM), for the others: at the highest dose activation, most hits filed as activators | MCF7-BRCA1-FFLuc reporter, luminescence, 48 h; response scale: scaled: vehicle 0%, 10 µM genistein 100%; also: potency is read from the fitted curve at half-maximal effect; nearly all actives have a fitted effect of over 80% in size; some results filed as inactive show a strong effect at the top dose
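Quantitative HTS in MCF7 cells stably reporting BRCA1 expression via firefly luciferase. Compound treatment lasts 48 h at 37 °C in phenol-red free MEM. Activation is expressed relative to genistein at 10 microM and DMSO.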
p53 reactivation = re-activators of mutant p53; 320,000 compounds, 0.063% hits; H1299 p53-A138V BP100-luciferase reporter, luminescence, 24 h; Potency, µM (top dose mostly 92.2 µM), for inactives: top-dose activity change, positive = activation, actives largely listed as activators; also: potency is read from the fitted curve at half-maximal effect; % of control where 0% means no effect; nearly all actives have a fitted effect of over 45% in size
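H1299 (p53-null), stable ts p53-A138V + BP100-Luc; 1000 cells/well, Opti-MEM/10% FBS; cpd 4 pt, 1:5; 24 h, 37 deg C, 5% CO2; detection reagent 10 min RT; luminescence.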
B2AR arrestin = beta2AR (human) beta-arrestin recruitment activity. P07550. 330,000 compounds, 0.02% hits. beta-arrestin recruitment to beta2AR, cell-based reporter. Potency, µM (titrated, usually from 46.1 µM), for the others: at the highest dose activation, most hits filed as activators;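 also: potency is read from the fitted curve at half-maximal effect; 0% = DMSO controls and full agonism = EC100 isoproterenol or metaproterenol; nearly all actives have a fitted effect of over 65% in size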
Target sequence (P07550 whole entry, looked up): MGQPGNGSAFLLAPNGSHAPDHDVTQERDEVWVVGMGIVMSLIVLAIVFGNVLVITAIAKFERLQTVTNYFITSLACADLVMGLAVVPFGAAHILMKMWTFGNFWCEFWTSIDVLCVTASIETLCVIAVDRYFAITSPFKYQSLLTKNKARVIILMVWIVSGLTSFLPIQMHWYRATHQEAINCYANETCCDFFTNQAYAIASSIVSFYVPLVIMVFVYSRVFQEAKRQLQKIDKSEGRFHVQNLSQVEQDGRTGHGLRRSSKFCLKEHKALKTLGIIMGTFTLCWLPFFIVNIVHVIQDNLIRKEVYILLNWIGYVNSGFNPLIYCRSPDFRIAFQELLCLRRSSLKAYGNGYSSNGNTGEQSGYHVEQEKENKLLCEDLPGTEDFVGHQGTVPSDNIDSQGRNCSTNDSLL
ELG1 DNA repair = blocks ELG1-dependent DNA repair in HEK293T cells. 330,000 compounds, 2.3% hits. AID 504467. HEK293T ELG1-luciferase reporter, luminescence, 16 h; DNA damage induced by 5-fluorouridine. Potency, µM (doses to about 46.1 µM), without a hit: top-dose activity change, negative = inhibition, actives largely listed as inhibitors; also: potency is read from the fitted curve at half-maximal effect; % is scaled to controls: 0 for no effect and ±100 for the full control effect; nearly all actives have a fitted effect of over 55% in size
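Step one: seed 2,000 cells per well. Step two: pin-transfer compound or DMSO alongside 5-fluorouridine. Step three: incubate 16 hr, 37 °C, 5% CO2. Step four: add ONE-Glo, wait 30 min, read luminescence.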
TCR activator = T cell receptor activation. primary human leukocytes, anti-CD3, IL-2 HTRF, 48 h. Potency, µM (doses to about 9.22 µM), without a hit: top-dose activation of IL-2 secretion, most hits filed as activators. 330,000 tested, under 10 active; also: % of control where 0% means no effect
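Human primary leukocytes + a-CD3 beads + cpd, 48 hr; IL-2 in supernatant by HTRF (ex 320nm / em 665nm). No co-stimulatory signal supplied.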
MLL CXXC-DNA inh = MLL CXXC-DNA interaction inhibition | Q03164 | Potency, µM (doses to about 115 µM), without a hit: top-dose activity change, negative = inhibition, most hits filed as inhibitors | 290,000 compounds, 0.037% hits | MLL-CXXC / FITC-HOXA9 DNA fluorescence polarization; active = well fitted inhibition curve with a large enough effect in the polarisation, with a control signal flat, not every such curve was filed as active; inconclusive = small, poorly fitted or top-dose-only effect, or effect the other way, or a change in a side signal; inactive = no such curve, though single readings can be large or run the other way; the % refers to the polarisation; also: potency is read from the fitted curve at half-maximal effect
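Fluorescence polarization: 7 uM MLL-CXXC (stock) preincubated 5 min with compounds, then 50 nM fluorescein-HOX-A9 DNA (stock) added; 30 min ambient. Buffer 50 mM Tris-HCl pH 7.5, 50 mM NaCl, 1 mM DTT, 0.05% BSA.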
An asterisk follows results filed as active; ? = inconclusive; . = not tested or not shown; [ ] = another dose, or the depositor's remark. Unless noted, calls follow the shape of the dose curve; as a rule, active = well fitted curve in the direction sought with a large enough effect; inconclusive = small, poorly fitted or top-dose-only effect, or another doubt; inactive = no such curve, though single readings can be large; an effect the other way counts as inactive or inconclusive. Compounds were not picked by outcome (roughly 3.8% active in at least one column).

SMILES,A-T KAP1 phos,TRPV1 ag,Integrin act MD,PTAP TSG101 blk,BRCA1 expr act,p53 reactivation,B2AR arrestin,ELG1 DNA repair,TCR activator,MLL CXXC-DNA inh
CCOC(=O)CSc1n[nH]c(NC(=O)c2ccccc2)n1,0%,-2,18%,-2%,-11%,-2%,0.4%,-7%,-4%,203%[activator]
CCOC(=O)c1sc(NC(=O)Cc2ccc(F)cc2)nc1C,15%,?,-14%,-1%,-14%,23%,3.6%,?,6%,6%
CCN(CC(=O)Nc1cccc(S(=O)(=O)N(C)c2ccccc2)c1)Cc1ccccc1,14%,?,-13%,-5%,-34%,0%,-1.1%,?,1%,.
CS(=O)(=O)Nc1ccc(C2=NN(S(=O)(=O)c3ccccc3)C(c3cccs3)C2)cc1 (stereo not given),-5%,10,0%,5%,-25%,5%,0.0%,?,-9%,29%
COc1ccccc1CNC(=O)COc1ccc(S(=O)(=O)N2CCOCC2)cc1C,8%,0,1%,0%,-2%,-3%,-0.2%,-1%,12%,-4%
O=C(Nc1nc(-c2cccc3ccccc23)cs1)c1cnccn1,-4%,-4,-3%,-5%,-2%,9%,-1.8%,0%,0%[46.1 µM],5%
CCOC(=O)c1c(NC(=O)CN2CCOCC2)sc2c1CCCC2,13%,3,-6%,3%,-28%,-4%,0.1%,-24%,6%,2%
O=C(CSc1nc2c(c(C(F)(F)F)n1)CCc1ccccc1-2)NCc1ccccc1,7%,?,0%,-3%,-17%,-5%,-0.8%,?,-4%[46.1 µM],-10%
Cc1cccc(NC(=O)CN2C(=O)N/C(=C\c3ccc(N4CCOCC4)cc3)C2=O)c1,-3%,0,-28%,1%,77%,?,0.5%,?,6%[46.1 µM],10%
O=C(C[C@H]1C/C=C\C[C@H](NC(=O)OCC2c3ccccc3-c3ccccc32)C(=O)O[C@@H](c2ccccc2)CNC1=O)NCCO,4%,.,4%,-1%,1%,-5%,9.2%,-2%,2%,.
COc1ccc(N2CCN(C(=O)CNC(=O)c3cccc(Br)c3)CC2)cc1,-6%,1,8%,-3%,-1%,-8%,0.2%,-18%,1%,15%
CCOC(=O)c1sc2nc(N3CCOCC3)c3c(c2c1N)CCC3,30%,25,-8%,-1%,-23%,15%,0.1%,?,.,-11%
COc1ccccc1Nc1nc(N)nc(CN2CCN(Cc3ccccc3)CC2)n1,12%,-1,8%,-13%,-11%,2%,-0.5%,-2%,13%,14%
Cc1cccc(CCN2C(Nc3ccccc3)=NC[C@@H]2CC(C)C)c1,16%,20,-50%[inhibitor],-3%,-93%,-11%,-0.2%,-5%,-1%,.
CC1(C)CN=C(NC2CCCCC2)S1,-6%,-3,-30%,-8%,-1%,-15%,0.2%,-6%,3%,-8%
CCOC(=O)C1(Cc2ccccc2)CCCN(CCO)C1 (stereo not given),-1%[11.5 µM],0,-16%,3%,-8%,4%,0.5%,11%,-5%,-4%
COc1ccc(Cn2cnc3sccc3c2=O)cc1,2%,1,-14%,-6%,70%,1%,0.4%,15%,0%,10%
Fc1cccc(-n2c(-c3cccs3)nc3nc4ccccc4nc32)c1,13%,-1,.,.,.,0%,-0.4%,-3%,.,1%
CC(C)c1ccc(NC(=O)NCc2ccc(F)cc2)cc1,1%,?,44%,-1%,5%,-5%,-0.7%,2%,-1%,0%
COc1ccccc1C1N(c2ccc(F)cc2)C(=O)C2CCCN21 (stereo not given),2%,-2,11%,-2%,-2%,-12%,-0.2%,3%,.,16%
C=CCSc1nc2sc3c(c2c(=O)n1CC)CCc1ccccc1-3,8%,-6,-20%,-2%,-50%,?,-0.3%,-24%,2%,-10%
COc1ccc(/C=N/NC(=O)Cn2cnc3ccccc3c2=O)cc1,3%,-1,1%,0%,-2%,-6%,-3.3%,?,-3%[46.1 µM],-6%
CCc1ccc(Nc2nnc(SCC(=O)Nc3cccc(S(=O)(=O)NC4=NCCCCC4)c3)s2)cc1,-2%,11,-13%,-6%,-7%,?,12%,?,0%[46.1 µM],-8%
O=S(=O)(c1ccc(F)cc1)N1CCC(c2nc3ccccc3[nH]2)CC1,-3%,13,-74%[inhibitor],1%,-40%,-2%,0.0%,-4%,9%,?
CC(NC(=O)Cc1ccccc1)c1cc2c(cc1Br)OCCCO2 (stereo not given),0%,25,0%,-3%,-37%,-8%,-0.2%,-12%,1%[46.1 µM],-5%
Cc1ccc(NC(=O)C2CCN(c3ncnc4sc(C)c(C)c34)CC2)cc1S(=O)(=O)N(C)C,-5%,-6,-3%,-8%,-47%,-4%,0.3%,?,-2%,.
O=C(COC(=O)c1cccnc1Cl)Nc1cccc(S(=O)(=O)N2CCCCC2)c1,-1%,2,-14%,-8%,-5%,-4%,0.3%,14%,-14%,12%
COc1ccc(C2=NC(C)(C)Cc3cc(OC)c(OC)cc32)cc1,26%,1,-51%[inhibitor],0%,-23%,-3%,-0.8%,-1%,-5%,-8%
CCCCc1cc(=O)oc2c(C)c(OCC(=O)N3CCC(C(=O)O)(c4ccccc4)CC3)ccc12,3%,2,-20%,-2%,7%,.,-0.3%,2%,4%,-29%
O=C(Cn1ncc(Cl)c(Cl)c1=O)NC1CCS(=O)(=O)C1 (stereo not given),14%,1,-9%,-3%,-9%,-14%,-0.2%,9%,-8%,2%

Sorted by molecular weight (low to high): 4 of the compounds above
SMILES,A-T KAP1 phos,TRPV1 ag,Integrin act MD,PTAP TSG101 blk,BRCA1 expr act,p53 reactivation,B2AR arrestin,ELG1 DNA repair,TCR activator,MLL CXXC-DNA inh
O=C(Nc1nc(-c2cccc3ccccc23)cs1)c1cnccn1,-4%,-4,-3%,-5%,-2%,9%,-1.8%,0%,0%[46.1 µM],5%
CCOC(=O)c1sc2nc(N3CCOCC3)c3c(c2c1N)CCC3,30%,25,-8%,-1%,-23%,15%,0.1%,?,.,-11%
CCCCc1cc(=O)oc2c(C)c(OCC(=O)N3CCC(C(=O)O)(c4ccccc4)CC3)ccc12,3%,2,-20%,-2%,7%,.,-0.3%,2%,4%,-29%
Cc1ccc(NC(=O)C2CCN(c3ncnc4sc(C)c(C)c34)CC2)cc1S(=O)(=O)N(C)C,-5%,-6,-3%,-8%,-47%,-4%,0.3%,?,-2%,.

Next part:
SMILES,A-T KAP1 phos,TRPV1 ag,Integrin act MD,PTAP TSG101 blk,BRCA1 expr act,p53 reactivation,B2AR arrestin,ELG1 DNA repair,TCR activator,MLL CXXC-DNA inh
O=[N+]([O-])c1ccc(-c2ccc(S(=O)(=O)N3CCOCC3)cc2)cc1,0%,-8,2%,-5%,0%,.,-0.3%,-9%,-6%,7%
CC(=O)N1N=C(c2ccccc2)CC1c1ccccc1 (stereo not given),-2%,11,-2%,2%,-7%,.,-0.1%,15%,.,-4%
Cc1cc(C)n(C(=O)C(C)n2nc([N+](=O)[O-])c(Br)c2C)n1 (stereo not given),-6%,-1,28%,0%,23%,2%,0.1%,21%,4%[46.1 µM],4%
O=C(c1cc2c([nH]c1=O)CCCC2)N1CCc2c([nH]c3ccccc23)C1c1ccccc1F (stereo not given),2%,1,-9%,-2%,-16%,-5%,-0.2%,-9%,-32%,0%
CC1=C([N+](=O)[O-])C(c2ccc(O)c(O)c2)NC(=O)N1 (stereo not given),2%,9,0%,1%,18%,-3%,-0.2%,0%,-2%,18%
C=CCn1c(O)c2ccc(C(=O)N=NC(=O)COc3ccccc3F)cc2c1O,6%,-6,3%,0%,4%,-2%,-2.4%,6%,-1%,.
Cc1cc(NC(=O)CSc2nc(-c3cccs3)nc3ccccc23)no1,-6%,-2,-56%[inhibitor],-2%,-77%,-5%,0.0%,3%,-4%,.
O=C(O)CCN=C1CCc2ccccc2N1,2%,-2,.,.,.,-6%,-0.6%,0%,.,0%
CCCCCCCCNCCS(=O)(=O)NCc1ccc(OC)cc1,.,.,-43%,1%,-42%,.,.,.,4%,.
COc1ccc(C(C)(C)C)cc1NC(=O)C1C2C=CC(C2)C1C(=O)O (stereo not given),-5%,-6,-1%,-7%,2%,-14%,-1.1%,0%,0%,2%
Cc1cc(C)c2[nH]c(=O)c(CN(Cc3ccco3)C(=O)c3cccs3)cc2c1,1%,-3,.,.,.,4%,-0.1%,2%,.,2%
O=C1C=CC(=Nc2cccc3c2C(=O)c2ccccc2-3)O1,.,.,-19%,-10%,?,.,.,.,2%,.

High-throughput results: PubChem, National Center for Advancing Translational Sciences (NCATS)
